Bioassay records (PubChem)
PKA-R2B act: activates the human PKA-R2B holoenzyme complex | PKA-R2B holoenzyme dissociation, Cy5-IP20 fluorescence polarization; R2B truncated from residue 108, S112A mutant; 0% DMSO only, 100% 113 µM cGMP | hit rate 0.079% among 340,000 | AID 504700 | activation, % at 11.4 µM;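 active = activation above a cutoff set at the mean over all compounds plus 3 SD, cut at about 18% in these data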;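 also: higher means more holoenzyme dissociation and a rise in polarization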
Target sequence (P31323 whole entry, looked up, other chains not shown, the tested form may be a part): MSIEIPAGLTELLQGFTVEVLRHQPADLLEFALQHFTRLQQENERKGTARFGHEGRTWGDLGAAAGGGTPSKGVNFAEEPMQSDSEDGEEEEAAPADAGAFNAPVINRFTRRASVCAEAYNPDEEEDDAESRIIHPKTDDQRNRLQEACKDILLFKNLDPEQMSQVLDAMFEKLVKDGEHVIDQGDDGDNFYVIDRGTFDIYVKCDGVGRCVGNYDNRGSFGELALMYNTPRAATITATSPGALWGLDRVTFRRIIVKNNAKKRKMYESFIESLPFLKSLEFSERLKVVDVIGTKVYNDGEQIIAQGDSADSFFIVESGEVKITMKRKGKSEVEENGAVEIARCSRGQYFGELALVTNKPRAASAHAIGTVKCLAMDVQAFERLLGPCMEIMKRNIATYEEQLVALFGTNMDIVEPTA
HTR5A ag: activates human HTR5A in OPRM1-OPRD1 agonist counter-screen | activation, % at 9.3 µM | P47898 | hit rate 0.61% among 340,000 | AID 504692 | HTR5A agonist assay, luminescence, cell-based; in the data active = activation mostly above about 9.5%, no sharp cut-off; inactive = mostly below about 7.6%;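 also: 0% = cells with vehicle only and 100% = reference agonist; strong numbers were not always called active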
Target sequence (P47898 whole entry, looked up): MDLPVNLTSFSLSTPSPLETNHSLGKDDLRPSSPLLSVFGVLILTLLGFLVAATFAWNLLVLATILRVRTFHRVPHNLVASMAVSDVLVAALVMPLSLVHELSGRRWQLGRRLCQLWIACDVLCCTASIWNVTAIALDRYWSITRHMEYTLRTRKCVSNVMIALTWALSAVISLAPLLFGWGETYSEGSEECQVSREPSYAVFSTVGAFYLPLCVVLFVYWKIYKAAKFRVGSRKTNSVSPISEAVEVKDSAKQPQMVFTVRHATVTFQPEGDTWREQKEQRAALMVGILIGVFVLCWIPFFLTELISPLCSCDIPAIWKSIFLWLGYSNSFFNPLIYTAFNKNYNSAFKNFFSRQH
MOR-DOR inv ag: mu-delta opioid heterodimer inverse agonism; hit rate 0.21% among 340,000; cell-based MOR-DOR heterodimer luminescence; AID 504357; P35372+P41143; inhibition, % at 9.3 µM; in the data active = inhibition above about 22%, passing the limit was not always enough;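 also: 0% = cells with DMSO and 100% = wells without cells with DMSO; values of inactives mirror those of a sister screen read the other way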
Arrestin-AP2 inh: blocks beta-arrestin peptide binding to AP2 adaptin. FITC-arrestin peptide / GST-AP2 beads, flow cytometry; AP2 beta2 appendage carries R879A mutation. inhibition, % at 10 µM. hit rate 0.31% among 340,000;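 active = inhibition above a set limit, near 3 SD of compounds lacking own fluorescence, cut at about 54% in these data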;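 also: plate controls were DMSO wells for no effect and 5 µM unlabelled arrestin peptide for full effect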
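System: GST-tagged AP2 beta2-adaptin appendage (R879A) on 4 µm glutathione beads / Reagent: FITC-arrestin peptide, 50 nM / Detection: HyperCyt-sampled flow cytometry, FL1 channel, ex 488/em 535 nm / Timing: 12 min plus 1 h, RT / Buffer or medium: PBS plus Tween 20 (0.05%) and BSA (0.1%)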
PKA-R1A act: activators of PKA-R1A complex; P00514+P68181; PKA-R1A dissociation, Cy5-IP20 fluorescence polarization; scaled: DMSO 0%, 113 µM cGMP 100%; activation, % at 11.4 µM; hit rate 0.083% among 340,000;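 active = percent activation above the mean of all tested compounds plus 3 SD, cut at about 19% in these data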;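 also: higher means more PKAc released from R1A so a rise in polarization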
V-ATPase pHluor: alters yeast V-ATPase proton transport | S. cerevisiae, pHLuorin cytosolic pH fluorescence | response, % at 10 µM | hit rate 0.37% among 350,000; in the data active = response mostly above about 7.3%, no sharp cut-off; inactive = mostly below about 5.4%; also: actives read high; inactives centre near 0; some compounds called inactive have numbers as strong as hits; reference of the scale not given here
OPRM1-OPRD1 ag: OPRM1-OPRD1 heterodimerization agonism. P35372+P41143. cells, luminescence. activation, % at 9.3 µM. hit rate 0.3% among 340,000; in the data active = activation above about 18%;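 also: 0% = vehicle-treated cells and 100% = reference agonist; values of inactives mirror those of a sister screen read the other way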
DAGLB inhibitor: diacylglycerol lipase beta (human) inhibition; AID 504411; Q8NCG7; inhibition, % at 5.17 µM; hit rate 0.059% among 340,000; HEK293T DAGLB membrane lysate, EnzChek fluorogenic substrate; in the data active = inhibition above about 34%;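 also: 0% = enzyme with vehicle and 100% = wells lacking enzyme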
DSG3 Ab inh: human desmoglein-3 autoantibody binding inhibition; P32926; DSG3-coupled beads, scFv-anti-DSG3-GFP binding, flow cytometry; active compounds read low; binding (percent of control), % at 10 µM; hit rate 0.48% among 310,000;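 active = binding more than 3 SD below its plate's average and above zero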;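 also: hits lower antibody fragment binding to DSG3; some compounds called inactive have numbers as strong as hits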
HTR5A inv ctr: counter-screen for OPRM1-OPRD1 inverse agonists: human HTR5A inverse agonism | P47898 | HTR5A cell line, luminescence | inhibition, % at 9.3 µM | hit rate 0.083% among 340,000 | AID 504634; in the data active = inhibition mostly above about 23%, no sharp cut-off; inactive = mostly below about 18%;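 also: 0% = cells with DMSO and 100% = no-cell wells with DMSO; some compounds called inactive have numbers as strong as hits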
* = called active by the depositor; / = no result given; & = joins results of further samples. Rows are unselected; about 2.4% have a hit in one of these screens.

SMILES	PKA-R2B act	HTR5A ag	MOR-DOR inv ag	Arrestin-AP2 inh	PKA-R1A act	V-ATPase pHluor	OPRM1-OPRD1 ag	DAGLB inhibitor	DSG3 Ab inh	HTR5A inv ctr
c1ccc2c(c1)nc(Nc1ccc(N3CCCCC3)cc1)c1nncn12	-12	2	-18	20	-9	3	3.6	6	105	3
Cc1ncc(CN2CCCC(CCC(=O)NCc3ccc(F)c(F)c3)C2)s1 (stereo unspecified)	5	0	8	9	-2	0	-1.7	1	107	-9
NCC(O)CN(c1ccccc1)c1ccccc1 (stereo unspecified)	0	-5	15	-3	2	-2	-2.6	1	97	12
c1cc(-c2cc3cc(N4CCOCC4)ccc3o2)cs1	-8	0	-11	-3	-10	-4	1.9	4	106	-1
COC(=O)C(Cc1ccc(O)cc1)NC(=O)c1ccc2c(c1)OCCO2 (stereo unspecified)	-3	-2	0	39	8	-1	0.0	-1	/	-3
CCOc1ccc2c(c1)c1nnc(SCC(=O)N3CCCCC3C)nc1n2C (stereo unspecified)	4	-1	11	1	-11	-5	-1.9	-2	101	1
O=S(=O)(c1ccc(NCC2CCCCC2)nc1)N1CCOCC1	-8	5	-3	4	-5	-1	0.5	0	118	7
Cc1ccccc1OCCn1cc(C(=O)O)c2ccccc21	-2	5	12	17	2	2	-2.3	-2	104	-12
O=C(O)C(Cc1ccccc1)N1C(=O)/C(=C/c2cccnc2)SC1=S (stereo unspecified)	-13	6	7	-22	-1	-3	-1.3	3	91	16
O=C1CSc2ccc(C(=O)NCCc3ccc(Cl)cc3Cl)cc2N1	5	6	-17	4	1	-4	4.1	2	/	-17
Cc1c(C(=O)NC(C(C)C)C(C)C)cccc1[N+](=O)[O-]	2	-4	-3	22	-4	0	0.6	-2	103	14
CN=C1CC(C)(C)CC(=O)/C1=C(/O)CCCN1C(=O)c2ccccc2C1=O	-1	-2	15	52	1	-3	-3.1	-3	96	20
CCC1(CC)NC(=O)N(CC(=O)N2N=C(c3ccc(Cl)cc3)CC2c2ccco2)C1=O (stereo unspecified)	-13	1	-11	1	-6	2	2.2	2	127	-4
O=C(Nc1cccc(F)c1)N(Cc1ccc(Cl)cc1)CC(O)C(F)(F)F (stereo unspecified)	-7	1	-56	0	-15	1	13	-1	107	-3
CC1=C(OC(=O)c2ccccc2)C(C)(C)C(c2ccc(Br)cc2)OC1=O (stereo unspecified)	-6	-2	-9	7	-6	-1	2.0	-5	100	3
COc1ccccc1CCNC(=O)c1ccoc1C	-4	-1	-58	8	-8	-6	11	2	114	1
C(=N\NC(=Nc1ccccc1)c1ccccn1)/c1ccccn1	-1	0	-1	0	-8	-4	0.1	3	93	30
N#Cc1ccccc1S(=O)(=O)N1CCN(C(=O)CN(Cc2ccco2)Cc2cccs2)CC1	-6	/	/	/	-4	/	/	0	100	/
Cc1ccc(C(=O)Nc2ccsc2C(=O)O)cc1	-6	-2	15	15	-8	1	-2.5	1	98	6
COc1cc(C(O)c2nc3ccccc3s2)cc(OC)c1OC (stereo unspecified)	-4	0	12	-7	1	2	-2.7	1	125	0
CC(C)c1ccc(SCc2noc(C(=O)NCC3CCCO3)c2C(=O)O)cc1 (stereo unspecified)	-11	8	18	21	-10	-1	-3.1	3	100	-24
COc1ccc(C(CNC(=O)c2cccc(NS(=O)(=O)c3ccccc3)c2)N2CCCC2)cc1 (stereo unspecified)	0	0	-9	-21	-1	-1	2.2	0	129	8
COc1ccc(NC(=O)c2ccco2)cc1NC(=O)c1ccc(Br)o1	2	2	18	0	3	1	-3.5	-7	104	19
COc1ccc(NC(=O)CCNC(=O)c2ccccc2Cl)cc1OC	-4	-2	0	-14	2	2	-0.1	2	95	6
O=C(Nc1ccccc1Cl)c1sccc1-c1ccccc1	5	11	-35	6	-14	3	6.2	-9	96	-27
COc1ccc(C#Cc2ccc3c(c2)O[C@H](CN(C)C(C)=O)[C@H](C)CN([C@@H](C)CO)S3(=O)=O)cc1	-2	/	/	/	0	1	/	-2	103	/
CCN(CC)C(=O)c1sc(NC(=O)c2cccnc2)c(C(=O)OC)c1C	-1	1	8	2	-2	0	-1.6	-1	100	-2
O=C(COC(=O)/C=C/c1cccc(Cl)c1)NCCC1=CCCCC1	-7	4	-19	0	-17	1	2.8	-10	94	-10
O=C(Cn1cncn1)NCc1ccc(Cl)cc1	-1	4	-1	37	-5	1	0.2	0	113	3
CC1CCCN(CCCNC(=O)C2CCN(S(=O)(=O)N3CCC4(CC3)OCCO4)CC2)C1 (stereo unspecified)	-2	-2	14	-8	-5	2	-2.8	0	104	13
CCN1C(=O)[C@H]2[C@@H](c3ccc(C(F)(F)F)cc3)N[C@]3(CCCN(CC4CCCCC4)C3=O)[C@H]2C1=O	1	/	/	/	7	4	/	0	100	/
C/C(=N\N(c1ccccc1)c1ccccc1)c1ccc(O)cc1	-3	3	-70	-6	0	-2	8.6	0	98	-18
CCCCn1c(N)c(N(CC)C(=O)C(c2ccccc2)c2ccccc2)c(=O)[nH]c1=O	-11	-8	18	5	-5	0	-4.0	3	101	21
CC(=O)c1sc(NC(=O)c2cc3c(C)nn(-c4ccccc4)c3s2)nc1C	-3	-2	10	15	-7	1	-1.6	-6	103	4
Cc1cc(SC(C)C(=O)NCC(=O)Nc2ccc(F)c(F)c2F)nc2ccccc12 (stereo unspecified)	-10	-1	14	4	2	-5	-2.6	2	106	-15
COc1ccc(-n2c(C)nnc2SCC(=O)NC2CC2)cc1	-11	-2	-8	17	2	-1	1.1	0	115	7
Cc1cc(-c2csc3nc[nH]c(=S)c23)cc(C)c1C	-7	1	-2	-9	6	-2	0.5	-2	/	-2
Cc1ccc(-c2c3c(=O)n(C)c(=O)n(C)c3cn2-c2ccccc2O)cc1	2	1	-5	1	2	1	1.0	-3	79	-33
Cc1ccc(-c2nc3ccccc3c(=O)n2-c2c(C)n(C)n(-c3ccccc3)c2=O)cc1	4	-6	19	3	-8	-1	-3.7	-1	117	-10
C=CCOC(=O)C1=C(C)NC(SCC(=O)NC(=O)OCC)=C(C#N)C1c1cccnc1 (stereo unspecified)	-6&4	2&-2	6&5	16&31	-5&-1	2&-7	-1.4&-0.9	-3&-1	91&94	-8&-13
CCOC(=O)c1cn2cccnc2n1	-7	2	13	28	-1	-2	-2.2	4	108	-14
O=C(Cn1cnnn1)Nc1ccccc1Cc1ccccc1	-4	3	11	14	-13	1	-1.8	1	100	-35
COC1C=COC2(C)Oc3c(C)c(O)c4c(O)c(c(CN5CCN(C)CC5)c(O)c4c3C2=O)NC(=O)C(C)=CC=CC(C)C(O)C(C)C(O)C(C)C(OC(C)=O)C1C (stereo unspecified)	-3	1	0	-2	0	1	0.1	8	88	-2
O=C(CCCN1C(=O)/C(=C/c2ccc(F)cc2)SC1=S)Nc1ccc(C(=O)O)cc1	-5	/	/	/	-2	0	/	2	97	/
CCn1c(=O)c(C(=O)NCc2ccc3c(c2)OCO3)c(O)c2ccccc21	-10	-7	4	-7	8	0	-0.8	-5	112	-15
CCCSc1ccc([C@H]2N[C@@](CC(C)C)(C(=O)OC)[C@H]3C(=O)N(C)C(=O)[C@@H]23)cc1	-9	12	-19	-20	-8	2	3.3	-5	103	-13
C/C(=C\C(=O)O)CC(=O)O	2	6	7	8	-6	-3	-1.4	-1	93	-16
COCCN(C(=O)Nc1ccccc1OC)c1nc2ccccc2s1	-16	5	-4	-14	-5	-1	0.8	-11	131	-17
O=C(c1cc2cc(Cl)ccc2[nH]1)N1CCN(c2ccc(F)cc2)CC1	0	5	-1	12	3	-9	0.1	-1	99	-18
O=C1C=C(/C=C/c2ccccc2)C[C@@H](c2ccc3c(c2)OCO3)C1	-1	-2	4	-7	-5	1	-0.8	-4	101	-7
CCOC(=O)C1(Cc2cccc(F)c2)CCN(CCCn2cccn2)CC1	-4	-2	9	4	-1	1	-1.6	1	104	5
O=C(COC(=O)c1ccc(S(=O)(=O)N2CCCCC2)cc1)NCc1ccc(F)cc1	-4	-10	2	27	-3	1	-0.3	2	101	-6
COc1ccc(N(C(=O)c2snc(C(N)=O)c2N)C(C(=O)NC2CCCC2)c2ccco2)c(OC)c1 (stereo unspecified)	0	5	15	30	-5	-2	-2.3	-3	/	-14
CCOc1ccc(N(CC)S(=O)(=O)c2ccc3c(c2)n(C)c(=O)c(=O)n3C)cc1	5	0	14	-2	-2	1	-2.3	-4	-11*	0
CCOc1ccc(OCC)c(S(=O)(=O)N2CCCCC2C)c1 (stereo unspecified)	-17	-2	-1	-7	-4	-6	0.1	-7	95	5
Cc1ccc(S(=O)(=O)[N-]c2nc3ccccc3nc2-n2cc[n+](Cc3ccccc3)c2)cc1	6	0	6	34	1	1	-1.3	1	90	-3
Cn1nnnc1SCc1nc2ccccc2s1	0	0	8	-3	-12	0	-2.0	-1	113	4
COCCn1c(SCc2ccccc2F)nc2ccccc2c1=O	-2	5	-7	3	-9	0	1.6	-4	103	-3
COc1ccccc1/C=C/C(=O)NCC(=O)N/N=C/c1ccc(C)o1	2	0	-14	5	7	-4	1.7	-1	116	-17
COc1ccc(OC)c(NC(=O)COC(=O)c2ccc(S(=O)(=O)N3CCOCC3)cc2)c1	-3	6	-8	4	4	-2	1.3	-2	105	21
Continuation:
SMILES	PKA-R2B act	HTR5A ag	MOR-DOR inv ag	Arrestin-AP2 inh	PKA-R1A act	V-ATPase pHluor	OPRM1-OPRD1 ag	DAGLB inhibitor	DSG3 Ab inh	HTR5A inv ctr
O=C(N/N=C/C=C\c1ccco1)c1cccnc1	2	-3	4	15	-1	-3	-0.7	3	99	-13
CC1=C(C#N)C(NC(=O)C2CC2)(C(F)(F)F)C(=O)N1 (stereo unspecified)	-8	-2	18	-4	-15	0	-3.8	0	96	-11
CS(=O)(=O)N(CC(=O)Nc1ccc(S(=O)(=O)N2CCCC2)cc1)c1cccc(F)c1	-1	3	23	7	-3	-1	-4.2	-5	101	-8
O=C(CSc1cn(CC(=O)N2CCCCC2)c2ccccc12)NCC1CCCO1 (stereo unspecified)	-6	3	11	3	-5	-1	-2.1	-1	98	-8
Cc1sc2nc(SCC(=O)N3CCOCC3)[nH]c(=O)c2c1C	-7	7	10	-4	-5	-1	-1.9	3	101	-19
Fc1ccc(OCCOCCNCC2CCCO2)cc1 (stereo unspecified)	-13	-1	11	0	-10	-7	-2.0	3	105	-37
CC(NC(=O)c1cc2sccc2n1C)c1ccc2c(c1)OCCO2 (stereo unspecified)	9	4	-2	-4	-17	1	0.3	-3	99	-6

Of the compounds above, two have bromine:
SMILES	PKA-R2B act	HTR5A ag	MOR-DOR inv ag	Arrestin-AP2 inh	PKA-R1A act	V-ATPase pHluor	OPRM1-OPRD1 ag	DAGLB inhibitor	DSG3 Ab inh	HTR5A inv ctr
CC1=C(OC(=O)c2ccccc2)C(C)(C)C(c2ccc(Br)cc2)OC1=O (stereo unspecified)	-6	-2	-9	7	-6	-1	2.0	-5	100	3
COc1ccc(NC(=O)c2ccco2)cc1NC(=O)c1ccc(Br)o1	2	2	18	0	3	1	-3.5	-7	104	19
